CXCR6 block = CXCR6 receptor inhibitors, primary screen, cell-based, beta-arrestin, luminescence, CHO-K1 PathHunter, 1536-well | AID 602244, 2012 | hit rate 0.36% among 360,000 | inhibition, % at 20 µM; in the data active means inhibition above about 34%, passing the limit was not always enough;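 further: antagonist mode with CXCL16 agonist at 10 nM final; 0% = 10 nM CXCL16 with DMSO and 100% = unstimulated wells without agonist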
Target sequence (O00574 whole entry, looked up): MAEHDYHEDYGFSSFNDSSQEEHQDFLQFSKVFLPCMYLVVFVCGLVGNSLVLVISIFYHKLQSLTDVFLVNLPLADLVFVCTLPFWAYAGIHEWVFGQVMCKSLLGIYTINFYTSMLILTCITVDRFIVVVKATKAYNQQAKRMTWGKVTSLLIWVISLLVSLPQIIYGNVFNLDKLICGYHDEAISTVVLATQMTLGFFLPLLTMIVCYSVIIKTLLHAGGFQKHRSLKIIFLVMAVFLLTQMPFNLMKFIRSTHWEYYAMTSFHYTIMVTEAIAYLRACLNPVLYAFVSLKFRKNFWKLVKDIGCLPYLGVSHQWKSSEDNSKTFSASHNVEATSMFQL
XBP1 UPR activ = activators of adaptive XBP1 UPR arm, primary screen, cell-based, CHO-XBP1 luciferase reporter, luminescence, uHTS; AID 463104, 2010; hit rate 0.33% among 330,000; activation, % at 20 µM; IRE1-XBP1 UPR activation; percent of tunicamycin response, DMSO as zero;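 active means versus positive control, 20 µM dose yields 30% or more activation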;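 further: 100% = tunicamycin at 10 µg/mL and 0% = DMSO only wells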
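Material – CHO cell line with stable XBP1 luciferase reporter · Buffer or medium – F12 plus 10% FBS · Compound – single point, 20 µM final compound, 1% DMSO · Schedule – 16-18 h cell attachment at 37 °C, then 6 h compound exposure · Signal – Steady-Glo luminescence read · Benchmarks – high control tunicamycin 10 µg/mL final, low control DMSO vehicle only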
APJ antag = antagonists of human apelin receptor APJ, primary screen, CHO-K1 cells, beta-arrestin complementation, luminescence | AID 2521, 2010 | inhibition, % at 20 µM | hit rate 0.32% among 330,000;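 active means inhibition above about 40% at 20 µM, limit read from the data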;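 further: cells challenged with 10 nM apelin-13 agonist together with compound; plate controls were apelin-13 plus DMSO wells for no effect and DMSO wells lacking apelin-13 for full effect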
Target sequence (P35414 whole entry, looked up): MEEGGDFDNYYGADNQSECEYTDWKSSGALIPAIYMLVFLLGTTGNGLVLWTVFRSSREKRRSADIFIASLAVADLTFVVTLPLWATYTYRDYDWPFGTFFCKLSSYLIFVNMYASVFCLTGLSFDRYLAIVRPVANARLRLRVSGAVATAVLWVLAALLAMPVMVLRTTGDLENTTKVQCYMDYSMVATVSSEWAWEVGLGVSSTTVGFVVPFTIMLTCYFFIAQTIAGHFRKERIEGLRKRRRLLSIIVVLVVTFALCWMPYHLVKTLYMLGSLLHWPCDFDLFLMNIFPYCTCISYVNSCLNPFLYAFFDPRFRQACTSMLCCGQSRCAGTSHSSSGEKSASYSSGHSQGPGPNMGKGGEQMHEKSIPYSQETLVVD
tim10-1 inh = growth inhibitors of tim10-1 mutant yeast, primary screen, luminescence, uHTS. S. cerevisiae tim10-1 ts strain growth, BacTiter-Glo, 24 h. inhibition, % at 20 µM. hit rate 2.2% among 330,000;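 active means inhibition of at least 40%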;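 further: mutant grown at 25 °C; 0% = DMSO wells with yeast and 100% = wells holding no yeast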
APJ ag = agonists of human apelin receptor APJ, primary screen, CHO-K1 cells, PathHunter beta-arrestin, luminescence; 0% DMSO wells, 100% apelin; P35414; hit rate 0.11% among 330,000; activation, % at 20 µM;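 active means activation more than six SD over the plate average, tested at 20 µM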;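 further: 0% = DMSO alone and 100% = apelin-13 at 10 nM; some results filed as inactive read as strong as hits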
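Material: CHO-K1 APJ beta-arrestin complementation cell line; Input: cell density 1000 per well; Incubation: compound stimulation 90 min at 25 °C, detection 60 min; Signal: luminescence from split beta-galactosidase complementation, Galacton Star/Emerald II substrate; Controls: DMSO-only wells as negative, 10 nM Apelin-13 as positive control.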
UPR CHOP act = activators of apoptotic CHOP UPR arm, primary screen, cell-based, CHO-CHOP luciferase reporter, luminescence, uHTS. hit rate 0.34% among 330,000. AID 449763, 2010. activation, % at 10 µM. UPR activation; percent of tunicamycin response over DMSO baseline;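 active means at 10 µM dose, activation of 40% or more, normalized to positive control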;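 further: 100% = tunicamycin at 10 µg/mL and 0% = DMSO alone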
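System: CHO-CHOP luciferase reporter cell line; amount: 500 cells/well; buffer or medium: F12 medium containing 10% fetal bovine serum; incubation: 6 h compound exposure at 37 °C after overnight seeding; measured by: luciferase luminescence after 10 min with Steady-Glo reagent; evaluation: % reporter activation, DMSO baseline versus tunicamycin full activation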
Mdm2 MdmX PPI = inhibitors of human Mdm2-MdmX association, primary screen, cell-based, luminescence, split luciferase, SaOS-2, uHTS. Protein Mdm4 (Homo sapiens) + E3 ubiquitin-protein ligase Mdm2 (Homo sapiens), …. AID 485346, 2010. SaOS-2 split-luciferase Mdm2/MdmX complementation. hit rate 3% among 330,000. inhibition, % at 8 µM;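 active means inhibition of at least 50% at 8 µM in the primary screen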
tim23-1 inh = growth inhibitors of tim23-1 mutant yeast, primary screen, luminescence, uHTS | S. cerevisiae tim23-1 growth, BacTiter-Glo luminescence, 24 h | inhibition, % at 20 µM | hit rate 1.3% among 330,000;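 active means growth inhibition of the mutant yeast at or above 50%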;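 further: temperature-sensitive mutant grown at 25 °C; plate controls were DMSO-treated mutant yeast for no effect and medium wells lacking yeast for full effect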
TIM10 inh = growth inhibitors of isogenic TIM10 control yeast, primary screen, counter-screen for tim10-1 yeast inhibitor project, luminescence, uHTS; S. cerevisiae TIM10 strain growth, BacTiter-Glo luminescence, 24 h; AID 463195, 2010; inhibition, % at 10 µM; hit rate 1.4% among 330,000;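 active means inhibition of 40% or more at the single tested concentration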;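 further: wild-type TIM10 isogenic control strain grown at permissive 25 °C; 0% = DMSO yeast wells and 100% = minimal medium wells without yeast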
* hit, by the source's call. This is a subset. The share of hits here may be higher or lower than overall.

SMILES | CXCR6 block | XBP1 UPR activ | APJ antag | tim10-1 inh | APJ ag | UPR CHOP act | Mdm2 MdmX PPI | tim23-1 inh | TIM10 inh
Cc1ccc(OCC(=O)NCCN2CCCC2)cc1 | -2 | 1 | -1 | 10 | -7 | -1.3 | -12 | 10 | 1
NS(=O)(=O)c1ccc(CCNCc2cc(Cl)ccc2OCc2ccccc2)cc1 | 8 | -6 | -1 | -3 | 0 | -2.3 | 29 | -7 | 2
O=C(NC1CCCc2ccccc21)c1ccc(Br)cc1 (stereo unspecified) | 4 | -2 | -12 | 19 | -5 | 0.2 | 7 | 5 | 2
Cc1[nH]n(C2=NCCS2)c(=O)c1N=Nc1cccc(C(F)(F)F)c1 | 53* | 7 | 38 | 22 | -7 | 6.4 | 56* | -8 | -2
CCOC(=O)C1CCN(Cc2ccc(F)c(F)c2)CC1 | -3 | -4 | 8 | 22 | -4 | -2.0 | -2 | 8 | 15
CCC(Sc1nc(C)cc(=O)[nH]1)C(=O)Nc1ccc(Cl)cn1 (stereo unspecified) | -4 | 2 | -22 | -16 | 0 | -1.3 | 6 | 0 | 13
CN(C)c1nc(SCCOC(=O)COc2ccc(Cl)cc2Cl)nc(N(C)C)n1 | 1 | 3 | 3 | 7 | -6 | -0.9 | 23 | 7 | -10
CC(C)(C)n1nnnc1C(c1cccs1)N(Cc1cccnc1)Cc1ccccc1Cl (stereo unspecified) | 6 | 3 | 5 | 36 | -3 | 4.2 | 19 | 46 | 34
Cc1ccc(COc2ccccc2-c2cc(C(=O)N/N=C/c3cccnc3)[nH]n2)cc1 | 2 | 2 | 0 | 15 | 2 | 1.3 | 55* | 28 | -9
Nc1nc2n(n1)C(=O)CC(c1ccc(Cl)cc1)N2 (stereo unspecified) | -1 | -3 | -11 | -1 | -2 | -1.7 | 12 | -7 | -4
Cc1cccc(NC(=O)C(C)Sc2nnc(-c3cccnc3)o2)c1 (stereo unspecified) | -3 | 1 | 12 | -7 | -1 | 1.6 | 3 | -6 | -1
C/C(=N\NC(=O)c1ccc(CN2CCOCC2)cc1)c1ccc(NC(=O)c2ccccc2)cc1 | 4 | 0 | -5 | -16 | -3 | 4.9 | -11 | -5 | -1
CCCCCC(/C=N/Nc1ccc(S(=O)(=O)N2CCOCC2)cc1[N+](=O)[O-])=C\c1ccccc1 | 7 | 0 | 10 | 11 | -5 | -0.3 | -1 | -5 | 5
Cc1cc(NCCOCCO)n2c(nc3ccccc32)c1C#N | -5 | -4 | -19 | 10 | 0 | -1.1 | 6 | 6 | 5
CCOc1ccc(S(=O)(=O)NCCC(=O)NCC2CCCO2)cc1 (stereo unspecified) | 0 | -3 | 18 | -7 | -3 | 0.5 | 12 | -8 | 4
O=C(c1ccc(C(F)(F)F)cc1)N1CCN(S(=O)(=O)c2ccc3c(c2)OCCCO3)CC1 | -6 | -4 | -3 | 33 | -1 | 3.5 | 18 | 33 | 15
O=C(Nc1ccc(NC(=O)c2cc([N+](=O)[O-])ccc2N2CCOCC2)cc1)c1cccs1 | 9 | -3 | -4 | -34 | -4 | -1.8 | 12 | -21 | -22
O=S(=O)(Cc1ccccc1)N1CCN(C2Cc3ccccc3C2)CC1 | 3 | -1 | -8 | 1 | 0 | -0.5 | 13 | 6 | 6
Cc1cc(NC(=O)CCC(=O)N(CC(=O)NC2CCCC2)c2ccc3c(c2)OCCO3)no1 | 6 | -2 | -9 | 17 | -2 | -2.2 | 2 | -20 | -22
CN(C)CCOC(=O)c1ccc2[nH]c3c(c2c1)CSCC3 | -1 | -1 | -20 | -5 | -3 | 0.4 | -2 | -3 | -20
COc1ccc(CNC(=O)C(c2ccc(C)cc2)N(Cc2cccs2)C(=O)c2ccc3c(c2)OCCO3)cc1 (stereo unspecified) | 11 | -3 | -4 | 16 | 6 | 1.3 | 75* | 17 | 1
Cc1sc(-c2c(C#N)c(N)nc3c2CCCCCC3)cc1[N+](=O)[O-] | 1 | -2 | -14 | 5 | 1 | 0.5 | 4 | 0 | -9
O=C(NCc1ccccc1)c1ccc(CN(c2ccccn2)S(=O)(=O)c2ccccc2)cc1 | 0 | -1 | 6 | 12 | -5 | -0.6 | 3 | 1 | 1
CC(C)(C)OC(=O)NNC(=O)C12CC3CC(CC(C3)C1)C2 | -2 | 0 | -14 | 16 | -7 | -0.1 | 7 | 8 | -16
Cc1ccc2nc(-c3ccccn3)cc(C(=O)N3CCN(c4ncccn4)CC3)c2c1 | -3 | 0 | 1 | 33 | 5 | 2.2 | -7 | 31 | 19
CC(=O)C[C@@H](O)CC(=O)[C@H]1OC(=O)[C@@H](C)C/C=C\Cc2ccccc21 | -4 | -2 | 11 | -3 | -3 | 0.6 | 9 | 6 | 3
Cc1ccccc1C1NC(c2ccccc2C)C([N+](=O)[O-])C(C)(C)C1[N+](=O)[O-] (stereo unspecified) | 7 | -2 | 20 | 31 | -2 | 4.1 | 35 | 27 | 19
COc1ccccc1NC(=O)COC(=O)C1CC(=O)N(c2ccc3c(c2)OCCO3)C1 (stereo unspecified) | 1 | -5 | -10 | 5 | -1 | -3.7 | -17 | 16 | 13
COCCn1c(=O)[nH]c2cc(C(=O)N3CCN(c4cccc(C(F)(F)F)c4)CC3)ccc2c1=O | -6 | -2 | 9 | -8 | 1 | 0.8 | -7 | 4 | 6
Cc1cc(C)nc(SCc2csc(N)n2)n1 | -4 | -5 | 12 | -3 | 0 | 1.3 | 8 | 15 | -4
CC(=O)Nc1nc(C2COc3ccccc3O2)cs1 (stereo unspecified) | -3 | -3 | 14 | 12 | -1 | 2.1 | -58 | 6 | 6
O=S1(=O)CCOC[C@H](Cc2ccccc2)N1Cc1ccc(F)cc1 | 4 | -2 | 7 | 24 | 5 | 1.2 | -19 | 26 | 1
CCOc1ccc(/C=N/OCC(=O)NC(c2ccccc2)c2ccccc2)cc1 | 4 | -2 | -1 | 25 | -3 | 0.4 | 31 | 24 | 7
CCn1ccnc1CN1CCc2c([nH]c3ccccc23)C1CC(C)C (stereo unspecified) | 6 | 0 | -8 | 9 | -3 | 0.5 | 14 | 23 | 3
Cc1oc2nc(SCCCC(=O)NCCO)nc(N)c2c1C | -4 | -1 | 2 | -7 | -2 | 0.0 | -16 | 5 | 5
Cc1csc2nc(CSc3nc4ccccc4o3)cn12 | -1 | 2 | 1 | 32 | 2 | 5.7 | -155 | 24 | 34
CCN(CC)S(=O)(=O)c1cc(C)ccc1SC | -4 | 0 | 7 | 21 | 2 | 1.8 | 15 | 5 | -5
COc1ccc(OC)c(NC(=S)NCc2ccccc2OC)c1 | 0 | -1 | 1 | 23 | 1 | -0.6 | -13 | 27 | 15
CCCN(CCC)S(=O)(=O)c1ccc(C)cc1 | 5 | -10 | 13 | 16 | -6 | 0.2 | -8 | 14 | 7
CCOc1ccc(C(=O)NCC(=O)OCC(=O)N2CCCCC2)cc1 | 10 | 0 | -7 | -4 | -3 | -0.9 | -15 | 5 | 7
c1coc(Cn2c(SCc3nc4ccccc4[nH]3)nnc2-c2cnccn2)c1 | 4 | 0 | -3 | 7 | -4 | 0.1 | -14 | 7 | 5
CCC1(c2ccccc2)NC(=O)N(CC#N)C1=O (stereo unspecified) | 0 | -2 | -5 | 8 | -4 | -1.0 | 3 | 5 | 18
Cc1ccnc2nc(C(=O)OCC(=O)N(CC(C)C)C3CCS(=O)(=O)C3)nn12 (stereo unspecified) | 1 | -1 | 13 | -8 | -3 | 0.1 | 13 | -5 | -4
COc1ccc(CCNC(=O)Cc2ccc3c(c2)OCO3)cc1OC | -5 | 0 | -15 | 13 | 0 | 3.4 | 4 | 7 | 2
C=CCSC1=C(C#N)C(c2cccc(OC)c2)CC(=O)N1 (stereo unspecified) | 3 | -1 | -7 | 16 | -5 | -3.6 | 2 | 16 | -9
CSc1nc(N)nc(SCC(=O)c2ccc(C)cc2)c1C#N | 0 | 7 | -4 | -7 | 3 | 3.4 | 27 | -12 | -17
O=C(OCc1ccc([N+](=O)[O-])cc1)c1ccc(N2CCCC2)c([N+](=O)[O-])c1 | 12 | -3 | -19 | 2 | -3 | -0.3 | 25 | -19 | -13
Cc1cc(CNC(=O)C2(C(F)(F)F)C/C(=C\Cc3ccccc3)CCCO2)nn1C (stereo unspecified) | 8 | -5 | 13 | 16 | -5 | -0.7 | 22 | 26 | -1
COC1CCN(Cc2c(C(=O)N3CCc4ccccc4C3)nc3ccc(Cl)cn23)CC1 | 4 | -5 | -46 | 3 | -3 | -0.7 | 2 | 14 | -2
COc1cccc(NC(=O)CSc2ccc3nnc(CCNC(=O)c4ccccc4)n3n2)c1 | -9 | -1 | 13 | 2 | 1 | -1.1 | 17 | -11 | -6
COc1ccc(NC(=O)NC(C)c2ccc3c(c2)OCO3)c(OC)c1 (stereo unspecified) | 2 | 0 | -4 | 8 | -3 | -0.3 | 18 | 7 | 1
CCCCn1nnc(NC(=O)c2ccc(-c3ccccc3)cc2)n1 | -2 | -4 | -17 | -6 | -2 | -0.9 | -1 | 11 | -2
CCN(C(=S)NC(=O)c1ccco1)c1cccc2ccccc12 | -21 | 2 | 3 | 27 | 8 | 1.6 | 30 | 44 | 27
COc1ccc(N(CC(=O)N/N=C/c2ccc(N(C)C)cc2)S(=O)(=O)c2ccccc2)cc1 | 11 | -2 | 1 | -6 | -1 | 2.7 | 12 | 8 | 0
CC(C(=O)NCC1(c2ccccc2)CCOCC1)N1CCOCC1 (stereo unspecified) | 4 | 9 | -5 | 15 | 1 | 9.7 | -5 | 4 | 11
O=C(N/N=C\C=C\c1ccc2c(c1)OCO2)c1cccnc1 | -2 | 3 | 1 | 14 | -3 | 1.6 | 11 | 2 | 7

An excerpt from above, reduced to TIM10 inh.
compound | TIM10 inh
Cc1ccccc1C1NC(c2ccccc2C)C([N+](=O)[O-])C(C)(C)C1[N+](=O)[O-] (stereo unspecified) | 19
CCN(CC)S(=O)(=O)c1cc(C)ccc1SC | -5
Cc1oc2nc(SCCCC(=O)NCCO)nc(N)c2c1C | 5

Screening data deposited in PubChem BioAssay by Sanford-Burnham Center for Chemical Genomics.
